PAFAH1B3 FP inh: PAFAH1B3 enzyme inhibitors, primary screen, biochemical, fluorescence polarization, human. Platelet-activating factor acetylhydrolase IB subunit alpha1 (Homo sapiens), Q15102. recombinant PAFAH1B3, FP-rhodamine probe. inhibition, % at 3.39 µM. 340,000 compounds, 0.28% hits. AID 492972, 2010;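 active = inhibition above the screen-wide average of all tested compounds plus 3 SD, cut at about 25% in these data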;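 also: 0% = enzyme with DMSO only and 100% = wells lacking PAFAH1B3 protein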
GSTO1 inh: inhibitors of recombinant GSTO1, primary screen, counter-screen for RBBP9 inhibitor project, biochemical, fluorescence polarization; Glutathione S-transferase omega-1 (Homo sapiens), P78417; activity-based probe fluorescence polarization; inhibition, % at 5.96 µM; 300,000 compounds, 1.1% hits; AID 1974, 2009;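 active = inhibition above the campaign mean inhibition plus 3 SD, cut at about 35% in these data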;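 also: 0% = GSTO1-1 with DMSO and 100% = wells lacking GSTO1-1 enzyme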
PAFAH2 FP inh: PAFAH2 enzyme inhibitors, primary screen, biochemical, fluorescence polarization, human; Platelet-activating factor acetylhydrolase 2, cytoplasmic (Homo sapiens), Q99487; recombinant PAFAH2, FP-rhodamine activity probe; inhibition, % at 3.39 µM; 340,000 compounds, 0.99% hits; AID 492956, 2010;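 active = inhibition above the mean over all tested compounds plus 3 SD, cut at about 30% in these data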;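 also: inhibitors block probe labeling of enzyme so polarization drops; 0% = enzyme with DMSO and 100% = wells lacking PAFAH2 protein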
LYPLA1 counter: LYPLA1 inhibitors, primary screen, counter-screen for PME1 inhibitor project, biochemical, fluorescence polarization, FP-Rh probe ABPP. Acyl-protein thioesterase 1 (Homo sapiens), O75608. recombinant LYPLA1. inhibition, % at 5.9 µM. 320,000 compounds, 0.16% hits;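 active = inhibition above the mean of all tested compounds plus 3 SD, set per campaign, cut at about 14% in these data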;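 also: inhibitors block serine hydrolase probe labeling of LYPLA1 so polarization falls; 0% = enzyme with DMSO and 100% = wells lacking LYPLA1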
LYPLA2 inh: LYPLA2 inhibitors, primary screen, counter-screen for PME1 inhibitor project, biochemical, fluorescence polarization, FP-Rh probe ABPP; Acyl-protein thioesterase 2 (Homo sapiens), O95372; recombinant LYPLA2; inhibition, % at 5.9 µM; 320,000 compounds, 0.38% hits; AID 2177, 2009;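 active = inhibition above the screen-wide mean plus 3 SD, limit set per campaign, cut at about 26% in these data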;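 also: 0% = LYPLA2 with DMSO and 100% = wells lacking LYPLA2 enzyme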
pPAFAH inh: pPAFAH enzyme inhibitors, primary screen, biochemical, fluorescence polarization, human. 330,000 compounds, 1.5% hits. Platelet-activating factor acetylhydrolase (Homo sapiens), Q13093. inhibition, % at 3.39 µM. recombinant pPAFAH, FP-rhodamine probe fluorescence polarization;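 active = inhibition above the mean inhibition across the screen plus 3 SD, cut at about 25% in these data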;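 also: inhibitors block binding of the rhodamine activity-based probe so polarization drops; 0% = enzyme with DMSO and 100% = wells lacking pPAFAH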
PREPL inh: PREPL enzyme inhibitors, primary screen, biochemical, fluorescence polarization; 320,000 compounds, 0.68% hits; inhibition, % at 5.96 µM; recombinant PREPL, fluorescence polarization activity-based probe; in the data active = inhibition above about 43%;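 also: 0% = enzyme with DMSO and 100% = wells lacking enzyme; many of its hits are not listed in these tables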
PAD4 FP inh: human PAD4 inhibitors, primary screen, biochemical, fluorescence polarization, 1536-well format | Protein-arginine deiminase type-4 (Homo sapiens), Q9UM07 | recombinant PAD4, RCA probe fluorescence polarization | inhibition, % at 6.36 µM | 330,000 compounds, 0.41% hits | AID 485272, 2010;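 active = percent inhibition above a cutoff equal to the mean of all tested compounds plus 3 SD, cut at about 15% in these data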;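 also: 0% = PAD4 with RCA probe and DMSO and 100% = probe without PAD4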
Target sequence (Q9UM07 whole entry, looked up): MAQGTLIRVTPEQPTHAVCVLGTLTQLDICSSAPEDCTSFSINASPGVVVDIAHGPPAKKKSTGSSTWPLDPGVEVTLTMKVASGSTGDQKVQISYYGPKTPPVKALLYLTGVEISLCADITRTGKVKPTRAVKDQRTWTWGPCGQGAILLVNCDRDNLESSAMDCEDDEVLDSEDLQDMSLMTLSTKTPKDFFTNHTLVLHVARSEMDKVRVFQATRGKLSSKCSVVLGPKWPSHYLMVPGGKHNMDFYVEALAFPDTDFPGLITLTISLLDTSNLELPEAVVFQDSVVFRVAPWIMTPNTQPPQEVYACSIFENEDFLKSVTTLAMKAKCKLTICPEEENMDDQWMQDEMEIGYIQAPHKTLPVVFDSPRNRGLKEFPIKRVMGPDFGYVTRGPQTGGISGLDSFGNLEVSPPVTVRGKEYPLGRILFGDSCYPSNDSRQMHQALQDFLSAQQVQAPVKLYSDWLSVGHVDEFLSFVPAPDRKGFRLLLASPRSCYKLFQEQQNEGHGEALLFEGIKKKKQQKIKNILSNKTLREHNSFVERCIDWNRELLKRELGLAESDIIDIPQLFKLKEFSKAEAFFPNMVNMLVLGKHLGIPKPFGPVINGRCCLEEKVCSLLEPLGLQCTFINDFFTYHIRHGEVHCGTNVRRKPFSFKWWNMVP
PAFAH1B2 inh: PAFAH1B2 enzyme inhibitors, primary screen, biochemical, fluorescence polarization, human; Platelet-activating factor acetylhydrolase IB subunit alpha2 (Homo sapiens), P68402; recombinant PAFAH1B2, FP-rhodamine activity probe; inhibition, % at 3.39 µM; 340,000 compounds, 1.2% hits;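 active = inhibition above the mean of all tested compounds plus 3 SD, cut at about 24% in these data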;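 also: 0% = enzyme with DMSO and 100% = wells lacking PAFAH1B2; many of its hits are not listed in these tables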
Target sequence (P68402 whole entry, looked up): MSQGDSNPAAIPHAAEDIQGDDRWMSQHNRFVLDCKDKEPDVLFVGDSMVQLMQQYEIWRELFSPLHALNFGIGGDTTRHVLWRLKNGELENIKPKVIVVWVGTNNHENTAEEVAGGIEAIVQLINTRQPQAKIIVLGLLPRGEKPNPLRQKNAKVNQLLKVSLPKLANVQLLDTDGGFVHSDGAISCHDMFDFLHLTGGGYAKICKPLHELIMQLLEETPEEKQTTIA
* marks the source's active call; other numbers are inactive results; nt = no result given. This is a subset; the hit share may differ from the screen's.

nr	compound	PAFAH1B3 FP inh	GSTO1 inh	PAFAH2 FP inh	LYPLA1 counter	LYPLA2 inh	pPAFAH inh	PREPL inh	PAD4 FP inh	PAFAH1B2 inh
1	O=C(NCc1ccncc1)c1ccc(NS(=O)(=O)c2ccccc2)cc1	8	4	-4	0	4	4	18	0	7
2	O=C(COC(=O)C1CCN(S(=O)(=O)c2ccccc2C(F)(F)F)CC1)NCc1ccc(F)cc1	1	4	1	-2	-5	16	4	1	-5
3	Cc1ccc(S(=O)(=O)N2CCC(C(=O)NCCCN3CCCC3=O)CC2)cc1C	6	3	-1	-1	3	1	-2	1	4
4	Cc1ccc(S(=O)(=O)NC(=O)COc2ccccc2C(N)=O)cc1	-9	6	2	-5	-3	-12	9	2	7
5	CC(C)CC1NC(=O)c2ccccc2-n2c1nc1cc(F)ccc1c2=O (centres undefined)	nt	nt	nt	0	2	-2	2	-3	nt
6	CCOC(=O)CSc1ncccn1	3	2	-1	0	2	5	0	-2	-3
7	COc1ccc(CCN(C)C2CCCN(C(=O)Cn3cnnn3)C2)cc1OC (centres undefined)	10	-4	-2	4	-1	-3	8	-2	2
8	O=C(Nc1ccc(F)cc1)C1CCCO1 (centres undefined)	-7	5	1	1	3	2	-4	-3	0
9	CC1CCN(c2ccc([N+](=O)[O-])c(SCCO)c2)CC1	nt	9	nt	1	3	7	-4	5	nt
10	CCCn1c2ccc(C)cc2c2nnc(SCCN3CCOCC3)nc21	12	-2	1	-1	-6	0	18	-3	4
11	CCCc1c(C)c2cc(C)ccc2[nH]c1=O	0	1	7	0	5	3	-1	-5	1
12	CCOc1c(CNCCCSc2nc(C)cc(C)n2)cccc1OC	10	-3	0	2	6	7	0	0	5
13	O=C(N/N=C(\c1ccccc1)c1cccnc1)c1ccc(O)cc1	2	5	-4	1	5	1	3	3	-2
14	NS(=O)(=O)c1ccc(NC(=O)COC(=O)CC2Sc3ccccc3NC2=O)cc1 (centres undefined)	6	nt	-4	1	8	3	-7	-6	1
15	CCCCNc1cc(=O)n(C)c(=O)n1C	7	-3	1	2	5	-2	-7	-1	1
16	CC(=O)NC1=C(C#N)C(c2ccccc2)c2c(ccc3ccccc23)O1 (centres undefined)	-8	8	-1	0	0	-5	-4	1	5
17	Cc1ccc(C2CC(c3cccs3)=NN2C(=O)CSc2nc(=O)n3ccc(C)cc3n2)cc1 (centres undefined)	-5	-3	5	-7	-20	3	11	-6	-3
18	COC(=O)c1ccc(/C=C2/SC(=S)N(CCC(=O)N3CCOCC3)C2=O)cc1	-3	1	6	-1	5	4	8	0	9
19	Cc1ccc(O)c(NC(=O)c2cc(-c3ccccc3Cl)on2)c1	4	-9	0	-1	4	4	22	-1	-2
20	CCOC(=O)c1c(C)n(CC(O)CN(C)C)c2cc(Br)c(OC)cc12 (centres undefined)	-4	-2	-2	4	9	2	12	0	3
21	Cc1ccc(C(=O)NC(=S)NCC2CCCO2)cc1 (centres undefined)	7	-7	-5	1	-4	-4	-15	-7	2
22	O=C(CNC(=O)Cc1cccc2ccccc12)NCc1ccc(F)cc1	2	0	-7	-1	-5	-1	16	-1	5
23	O=C(COC(=O)/C=C/c1cccc(Cl)c1)NC1CCCC1	9	nt	74*	-1	-3	8	28	-2	-1
24	Cc1ccn2c(=O)c(NC(=O)COc3ccccc3)c(C)nc2c1	2	-1	7	-1	-3	4	-2	7	-5
25	CCOc1ccc(CC(=O)NCc2ccc3c(c2)cc(C)n3C)cc1	-3	9	1	0	3	21	15	0	3

By substructure: the entries above with an aryl thioether with sulfur outside any ring.
nr	compound	PAFAH1B3 FP inh	GSTO1 inh	PAFAH2 FP inh	LYPLA1 counter	LYPLA2 inh	pPAFAH inh	PREPL inh	PAD4 FP inh	PAFAH1B2 inh
6	CCOC(=O)CSc1ncccn1	3	2	-1	0	2	5	0	-2	-3
9	CC1CCN(c2ccc([N+](=O)[O-])c(SCCO)c2)CC1	nt	9	nt	1	3	7	-4	5	nt
10	CCCn1c2ccc(C)cc2c2nnc(SCCN3CCOCC3)nc21	12	-2	1	-1	-6	0	18	-3	4
12	CCOc1c(CNCCCSc2nc(C)cc(C)n2)cccc1OC	10	-3	0	2	6	7	0	0	5
17	Cc1ccc(C2CC(c3cccs3)=NN2C(=O)CSc2nc(=O)n3ccc(C)cc3n2)cc1 (centres undefined)	-5	-3	5	-7	-20	3	11	-6	-3

(next part)
nr	compound	PAFAH1B3 FP inh	GSTO1 inh	PAFAH2 FP inh	LYPLA1 counter	LYPLA2 inh	pPAFAH inh	PREPL inh	PAD4 FP inh	PAFAH1B2 inh
26	O=C(CNC(=O)c1sc2ccccc2c1Cl)NC1CC1	0	4	-10	2	6	2	-2	2	-3
27	COc1ccc(/C=N/NC(=O)c2ccc(N(C)S(=O)(=O)c3ccccc3)cc2)cc1	2	-3	-7	-7	-1	3	-5	1	-1
28	Cn1c(=O)n(CC(=O)Nc2cccnc2)c2ccccc21	-10	2	5	-3	-1	-1	1	-2	3
29	COc1ccccc1NC(=O)COC(=O)C1C2CC3OC(=O)C1C3C2 (centres undefined)	5	0	11	4	1	-1	6	-1	3
30	Fc1ccc2[nH]c3c(N4CCN(C5CCCCC5)CC4)ncnc3c2c1	nt	-5	nt	-5	-3	2	24	2	nt
31	CC(=O)NC(Cc1ccccc1)C(=O)OCC(=O)c1ccccc1 (centres undefined)	5	-4	5	-4	3	0	-2	-4	0
32	Cc1ccccc1-c1ccc(/C=C2/SC(N3CCOCC3)=NC2=O)o1	0	3	5	8	0	8	41	1	9
33	C=C1CCN([C@@H](Cc2ccccc2)C(=O)Nc2ccc(OC)cc2)S(=O)(=O)c2ccccc21	-1	-2	11	0	-4	3	-6	4	3
34	CC(C)CCC(O)(CCC(C)C)C(=O)NNc1ccccc1	1	-1	0	-3	-4	-5	3	-5	2
35	O=C(Nc1nc2ccc([N+](=O)[O-])cc2s1)c1ccco1	nt	8	nt	0	-1	12	21	-6	nt
36	CCN1CCN(C(=O)Nc2ccc(Cc3ccc(NC(=O)N4CCN(CC)CC4)cc3)cc2)CC1	10	3	4	0	4	0	-6	0	3
37	COCCN1C(=O)CC(NNC(=O)c2ccc(S(=O)(=O)N3CCCC3)cc2)C1=O (centres undefined)	2	2	2	-1	6	-1	26	0	4
38	COc1ccc(C(=O)N/C(=C\c2cn(C)c3ccccc23)C(=O)N2CCOCC2)cc1	7	-8	-3	-1	3	-5	1	-3	2
39	CCn1c(N2CCN(C(=S)Nc3ccc(OC)cc3)CC2)nc2ccccc21	-6	-5	-2	1	7	2	10	-1	1
40	COCC(C)N1CCC(n2nccc2NC(=O)c2ccccc2Cl)CC1 (centres undefined)	9	2	-2	3	0	1	13	3	0
41	CC(C)Oc1ccc(/C(O)=C2/C(=O)C(=O)N(CCN3CCOCC3)C2c2ccccc2)cc1 (centres undefined)	3	4	1	2	0	5	-1	0	3
42	C=CCC[C@H](Cc1ccc(F)cc1)C(=O)OC[C@H](Cc1c[nH]c2ccccc12)NC(=O)[C@@H](CC=C)CC(=O)NCCO	10	nt	9	nt	nt	27*	16	1	2
43	COc1ccccc1/C=C/C=N/n1c(-c2ccc(Cl)cc2)n[nH]c1=S	nt	-2	nt	0	-3	18	0	2	nt
44	Cc1cc2cc(CCNC(=O)c3cccc([N+](=O)[O-])c3)c(=O)[nH]c2cc1C	3	3	6	-3	-8	3	-16	1	8
45	O=C1NN(c2cccc(Br)c2)C(=O)/C1=C/c1ccc(-c2cc([N+](=O)[O-])ccc2O)o1	31*	-27	47*	-9	-4	28*	4	-2	17
46	CC(=O)Nc1cccc(-n2nnc(SCC(=O)Nc3ccccc3)n2)c1	12	-5	-4	1	5	-2	11	0	-4
47	CC(=O)Nc1ccc(S(=O)(=O)Nc2nc3n(n2)C(c2ccccc2)CC(=O)N3)cc1 (centres undefined)	2	1	0	-1	1	-1	6	-1	3
48	O=c1c2sccc2n(Cc2cccc(F)c2)c(=O)n1-c1ccc(F)cc1	12	1	1	-4	1	2	5	2	1
49	Cc1ccc(-c2ccc([C@H]3[C@H]4C=CC[C@@H](C)[C@@H]4C(=O)N3Cc3ccccc3)c(F)c2)cc1	-2	1	-5	1	2	0	-1	2	4
50	O=C(N=C1SC2CS(=O)(=O)CC2N1c1ccc(Cl)cc1Cl)C1CCCO1 (centres undefined)	13	-2	-6	2	-4	-7	3	-5	-5

Screening results as filed in PubChem BioAssay.
